Diaphorase act: diaphorase activation or chemical reduction counter-screen; Diaphorase/resazurin coupled assay, resorufin fluorescence, 16 min; active compounds read high; 1 = vehicle wells, 0 = NADH-free wells; activation factor at 20 µM; 190,000 tested, 0.005% active; AID 1229;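 active means diaphorase activity raised at least twofold by the compound at 20 µM; inactive means activation factor below 2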
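Assay system: Purified diaphorase enzyme from Clostridium kluyveri | Amount: Enzyme 0.07 U/mL final | Dosing: Compound 20 µM once, DMSO 1% | Timing: 16 min reaction at room temperature | Detection: Fluorescence, excitation 544 nm and emission 590 nm | Evaluation: Higher resorufin formation from activation or reduction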
bIAP inh: blocks bovine intestinal alkaline phosphatase activity. purified bovine IAP, CDP-star luminescence, 30 min. inhibition, % at 20 µM. 190,000 tested, under 10 active. AID 1019;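 active means over 50% inhibition of intestinal alkaline phosphatase at 20 µM in the single-dose screen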
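Assay system: bovine IAP enzyme; medium: DEA buffer 100 mM, pH 9.8, with MgCl2 1.0 mM, ZnCl2 0.02 mM; doses: 20 µM single dose; incubation: enzyme reaction for 30 min at room temperature; detection: CDP-star luminescence signal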
Diaph inh CS: inhibits diaphorase or chemically oxidizes, flagging diaphorase assay artifacts. diaphorase resazurin-to-resorufin fluorescence, NADH, 16 min; bacterial (C. kluyveri) enzyme, not human. inhibition, % at 20 µM. 190,000 tested, 0.69% active;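 active means primary screen inhibition at 20 µM above a set limit, cut at about 50% in these data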;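 further: plate controls were DMSO with full reaction for no effect and wells lacking NADH for full effect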
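Detection: fluorescence of resorufin formed from resazurin, Ex 544/Em 590 nm; test system: Clostridium kluyveri diaphorase enzyme; amount: 0.14 U/mL diaphorase, enzyme working solution; times: 16-min room-temperature incubation before reading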
L major viab: inhibitors of Leishmania major promastigote growth; Leishmania major promastigotes, resazurin fluorescence viability; inhibition, % at 10 µM; 200,000 tested, 9% active; in the data active means inhibition above about 50%;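 further: promastigotes grown with compound for 44 hours at 28 °C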
PMI act: activators of human phosphomannose isomerase; 190,000 tested, 0.005% active; AID 1214; activation factor at 20 µM; purified human PMI, coupled resazurin fluorescence, 20 min; active compounds read high; 1 = vehicle control, 0 substrate-free wells; P34949;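 active means activation factor of 2 or more at 20 µM, relative to plate controls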
Target sequence (P34949 whole entry, looked up): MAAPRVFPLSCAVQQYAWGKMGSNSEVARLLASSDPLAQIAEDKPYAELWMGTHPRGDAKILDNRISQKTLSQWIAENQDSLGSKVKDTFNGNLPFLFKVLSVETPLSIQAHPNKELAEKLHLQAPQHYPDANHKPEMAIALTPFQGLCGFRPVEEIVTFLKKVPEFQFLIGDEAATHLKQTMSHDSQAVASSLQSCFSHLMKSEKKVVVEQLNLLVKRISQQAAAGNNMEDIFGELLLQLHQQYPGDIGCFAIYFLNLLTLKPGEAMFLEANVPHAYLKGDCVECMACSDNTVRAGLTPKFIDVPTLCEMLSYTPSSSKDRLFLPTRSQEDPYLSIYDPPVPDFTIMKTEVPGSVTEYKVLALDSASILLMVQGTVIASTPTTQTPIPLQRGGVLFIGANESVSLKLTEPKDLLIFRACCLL
TNAP inh hi DEA: TNAP (human) inhibition, high acceptor; P05186; purified TNAP, CDP-star luminescence, 1 M DEA; inhibition, % at 20 µM; 200,000 tested, 0.03% active;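 active means over 50% inhibition of tissue-nonspecific alkaline phosphatase at 20 µM in the single-dose screen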;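 further: plate controls were DMSO wells for no effect and EDTA-quenched wells as full inhibition for full effect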
Target sequence (P05186 whole entry, looked up): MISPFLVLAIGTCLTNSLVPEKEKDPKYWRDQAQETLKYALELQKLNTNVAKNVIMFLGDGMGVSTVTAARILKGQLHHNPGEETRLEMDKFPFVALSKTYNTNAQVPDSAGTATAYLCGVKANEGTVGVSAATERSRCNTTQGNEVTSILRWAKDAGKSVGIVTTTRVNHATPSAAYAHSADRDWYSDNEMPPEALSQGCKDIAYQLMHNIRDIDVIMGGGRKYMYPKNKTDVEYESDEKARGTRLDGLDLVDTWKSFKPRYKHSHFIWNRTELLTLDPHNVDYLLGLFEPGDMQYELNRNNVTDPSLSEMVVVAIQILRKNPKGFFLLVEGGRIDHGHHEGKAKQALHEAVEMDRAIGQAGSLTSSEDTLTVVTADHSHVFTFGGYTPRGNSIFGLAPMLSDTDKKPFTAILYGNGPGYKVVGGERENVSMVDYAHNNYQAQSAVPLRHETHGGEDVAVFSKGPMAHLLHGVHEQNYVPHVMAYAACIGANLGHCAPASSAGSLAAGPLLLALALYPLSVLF
TNAP inh noacc: blocks human TNAP activity with no phosphate acceptor present | P05186 | purified TNAP, CDP-star luminescence, 30 min | inhibition, % at 20 µM | 200,000 tested, 0.26% active;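 active means tissue-nonspecific alkaline phosphatase inhibition above about 50% at 20 µM in the single-dose screen, limit read from the data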;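 further: 0% = DMSO negative control and 100% = EDTA positive control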
bIAP act: increases bovine intestinal alkaline phosphatase activity. purified bovine IAP, CDP-star luminescence, 30 min; active compounds read high; fold of DMSO-control signal, blank-subtracted. activation factor at 20 µM. 200,000 tested, 0.17% active;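 active means activation factor of 2 or more at 20 µM, a signal rise over negative controls twice the positive control's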
TNAP act hi DEA: activators of human TNAP at high phosphate acceptor concentration; 200,000 tested, under 10 active; P05186; activation factor at 20 µM; purified TNAP, CDP-star luminescence, 1 M DEA, 30 min; active compounds read high; 0 = EDTA background, 1 = DMSO-only activity;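 active means activation factor at least 2 at 20 µM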
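Dosing: 20 µM single point. System: human TNAP. Amount: TNAP 1/800 final. Incubation: 30 min, room temperature. Read-out: TNAP activation factor scaled between EDTA and DMSO control wells. Signal: luminescence from CDP-star hydrolysis. Medium: 1 M DEA, pH 9.8, Mg2+, Zn2+. Control set: EDTA negative control, DMSO positive control.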
PMI act satM6P: increases human PMI activity with near-saturating mannose 6-phosphate | P34949 | coupled PMI enzyme assay, resazurin fluorescence, 20 min; active compounds read high; 1 = untreated enzyme, 0 = substrate-free blank | activation factor at 20 µM | 190,000 tested, 0.34% active;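 active means activation factor of 2 or more at 20 µM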
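Material: human phosphomannose isomerase with PGI, G6PDH, diaphorase coupling enzymes; amount: PMI at 15 ng/mL final; also added: Mannose-6-phosphate 1.0 mM (near-saturating) plus 0.22 mM NADP+; incubation: enzyme reaction with compound 20 min at room temperature; signal: resorufin fluorescence (Ex 544/Em 590 nm) from resazurin via diaphorase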
Active calls of the source: *; nt = no result given.

Results follow in this order: bIAP act | PMI act satM6P | TNAP inh hi DEA | Diaphorase act | L major viab | bIAP inh | TNAP inh noacc | Diaph inh CS | PMI act | TNAP act hi DEA
- O=C(CSc1cccc(C(F)(F)F)c1)Nc1ccc(Cl)cc1Cl
→ 0.9 | 0.9 | -4 | 0.8 | -5 | 12 | -12 | 18 | 0.9 | 1
- CC(C)NC(=O)c1cc2n(n1)C(C(F)(F)F)CC(c1ccco1)N2 (configuration not stated)
→ 1.1 | 1.1 | -6 | 1 | -1 | -6 | -13 | 4 | 1.1 | 1.1
- C[n+]1c2n(c3ccccc31)N=C(c1ccc(-c3ccccc3)cc1)CS2
→ 0.5 | 1 | 0 | 1.3 | 100* | nt | -4 | -26 | 1 | 1
- CCN1CCN(CCNC(=O)CCCCCn2c(=O)[nH]c3cc(C(=O)OC)ccc3c2=O)CC1
→ 1.1 | 0.9 | -6 | 0.9 | -1 | -5 | -11 | 10 | 1 | 1.1
- Cc1noc(C)c1COc1ccc(C(=O)OCC(=O)Nc2cccc(S(=O)(=O)N3CCOCC3)c2)cc1
→ 0.9 | 0.9 | -1 | 0.7 | 3 | 10 | -25 | 26 | 0.8 | 1
- Cc1cc(C)c2c(N=NN3CCCCC3)[nH]nc2n1
→ 1 | 1.6 | 1 | 1 | 7 | -3 | -25 | 2 | 1.5 | 1
- CCC(Sc1ncccc1C(=O)OC(C)C)C(=O)N1CCOCC1 (configuration not stated)
→ 1 | 1.1 | -4 | 1.1 | 7 | 1 | -9 | -15 | 1.1 | 1
- Cc1cc(NS(=O)(=O)c2ccc(NC(=O)c3ccco3)cc2)no1
→ 1 | 1.1 | -5 | 1.1 | -4 | -2 | -6 | -6 | 1.1 | 1
- O=C(Nc1ccc(N2C(=O)C3C4C=CC(C4)C3C2=O)cc1)Nc1nncs1 (configuration not stated)
→ 0.9 | 1 | -5 | 0.9 | nt | 9 | -13 | 9 | 0.9 | 1
- Cc1ccc(CN(CC(=O)NC2CCCC2)C(=O)CSc2nnc(COc3ccccc3)o2)cc1
→ 0.9 | 1.1 | -10 | 1.2 | -5 | 9 | -8 | -15 | 1.1 | 1.1
- O=C(NCC1CCCO1)C(c1ccc(F)cc1)N(CC1CCCO1)C(=O)c1ccc(-c2ccccc2)[nH]1 (configuration not stated)
→ 1.2 | 1.1 | 2 | 1.1 | 18 | -22 | -3 | -7 | 1 | 1
- COc1cc(Cl)c(C)cc1NC(=O)COc1ccccc1[N+](=O)[O-]
→ 1 | 1 | -4 | 1 | -1 | 1 | -10 | 2 | 1 | 1
- COc1ccc(C(=O)NC(=S)Nc2ccccc2F)cc1
→ 1.1 | 1 | 0 | 0.8 | 64* | -10 | 2 | 19 | 1 | 1
- Cc1c(C2N3CC4(C)CN2CC(C)(C3)C4=O)c2ccccc2n1C (configuration not stated)
→ 1 | 0.9 | -1 | 0.8 | -4 | 3 | -3 | 15 | 1 | 1
- Cc1ccc(CNC(=O)CCS(=O)(=O)c2cccc3nonc23)cc1
→ 0.9 | 1 | -5 | 0.8 | -5 | 10 | -13 | 20 | 0.9 | 1
- CCCc1nnc(NC(=O)c2cc(OC)cc(OC)c2)s1
→ 1 | 1 | -5 | 1 | -4 | 3 | -11 | -4 | 1 | 1.1
- O=C(O)CCCNc1ccc(S(=O)(=O)Nc2ccccc2C(=O)O)cc1C(=O)O
→ 0.9 | 1 | -2 | 0.9 | -7 | 6 | -10 | 6 | 1 | 1
- Oc1ccc2ccccc2c1C1Nc2cccc3cccc(c23)N1
→ 0.7 | 0.9 | -4 | 0.6 | 9 | 30 | -6 | 41 | 0.8 | 1
- CC(CCc1ccccc1)C(=O)NO (configuration not stated)
→ 1 | 1 | 1 | 0.9 | -8 | 5 | -5 | 7 | 1 | 1
- COC(=O)c1cn(NC(=O)Cn2nc([N+](=O)[O-])c(Cl)c2C)c(=O)c2ccccc12
→ 1.1 | 1 | -1 | 1 | -3 | -5 | -8 | -2 | 1.1 | 1
- CCN(C(=O)COC(=O)C1CCN(S(=O)(=O)c2cccs2)CC1)c1ccccc1
→ 1.1 | 1 | 0 | 0.9 | 0 | -12 | -14 | 10 | 1 | 1
- O=C(CCNC(=O)c1ccco1)Nc1ccccc1N1CCOCC1
→ 1 | 1.1 | -5 | 1 | -6 | 2 | -14 | -4 | 1.1 | 1.1
- COCCSc1ccccc1C(=O)N1CCCC1
→ 1 | 0.9 | 1 | 0.9 | 11 | 1 | -4 | 12 | 0.9 | 1
- CCCCN(CCCC)CC(O)CN1C(=O)NC(C)(C)C1=O (configuration not stated)
→ 0.9 | 0.9 | -4 | 0.9 | -3 | 11 | -7 | 8 | 1 | 1
- Cc1cc(N/C(=N\S(=O)(=O)c2ccc(Cl)cc2)c2ccc(F)cc2)no1
→ 0.9 | 0.9 | -2 | 0.9 | -5 | 8 | -10 | 15 | 0.8 | 1
- CN(CCC1CCCCO1)C(=O)CCc1nnc(C2CCCCC2)o1 (configuration not stated)
→ 0.9 | 1 | -7 | 0.9 | 13 | 8 | -14 | 8 | 1 | 1.1
- Cc1cc(C)c(S(=O)(=O)c2ccccc2C)c(OCC(C)(C)C)n1
→ 1 | 0.8 | -5 | 0.8 | 96* | 4 | -6 | 23 | 0.8 | 1.1
- CN1CCC(OC(=O)C23CCC(C)(C(=O)O2)C3(C)C)CC1 (configuration not stated)
→ 1.1 | 1.1 | -1 | 1 | -4 | -9 | -7 | -3 | 1 | 1
- Cc1ccc(S(=O)(=O)N(C)CC(=O)OCC(=O)c2c(N)n(C)c(=O)n(C)c2=O)cc1
→ 0.9 | 0.9 | -2 | 0.9 | -5 | 13 | -8 | 14 | 0.9 | 1
- COC(=O)c1[nH]c2ccc(C)cc2c1NC(=O)CCN1CCN(C2CCCCC2)CC1
→ 1 | 0.9 | -4 | 0.9 | 11 | -4 | -5 | 5 | 0.9 | 1
- CCCCSC1=C(C#N)C(c2ccccc2C)C(C(=O)OCC)C(=O)N1 (configuration not stated)
→ 0.9 | 0.8 | -5 | 0.8 | 21 | 10 | -10 | 23 | 0.8 | 1.1
- O=C(CCCNS(=O)(=O)c1ccccc1)NCc1ccco1
→ 1 | 1.1 | -4 | 1 | -9 | 5 | -6 | -3 | 1 | 1
- C=CCN1C(=O)C(CC(=O)O)SC1=Nc1c(C)n(C)n(-c2ccccc2)c1=O (configuration not stated)
→ 0.9 | 1 | -1 | 0.9 | -17 | 10 | -5 | 10 | 0.9 | 1
- O=C(O)CSC1c2ccccc2C(=O)N1c1ccccc1 (configuration not stated)
→ 1 | 0.9 | -1 | 0.9 | -6 | 1 | -12 | 8 | 0.9 | 1
- CCC(CC)C(=O)Nc1ccc(C(=O)Nc2cc(C)on2)cc1
→ 0.8 | 1.1 | -4 | 0.9 | -5 | 18 | -15 | 6 | 1.1 | 1
- NC(=O)c1ccsc1NC(=O)c1coc2ccccc2c1=O
→ 1 | 1.1 | -3 | 1 | 9 | -1 | -11 | 4 | 1 | 1
- COCCCNS(=O)(=O)c1ccc(SC)cc1
→ 0.9 | 1.1 | -2 | 0.9 | 39 | 7 | -5 | 13 | 1 | 1
- CC1(C)CC(NC(=O)C(Cl)(Cl)Cl)CC(C)(C)N1
→ 0.4 | 1 | 0 | 0.9 | -4 | nt | -16 | 11 | 1.1 | 1
- CCCCCc1nnc(NC(=O)CS(=O)(=O)Cc2ccccc2)s1
→ 0.7 | 1.2 | -1 | 1 | -7 | 26 | -6 | 3 | 1.1 | 1
- Cn1[nH]c(C(F)(F)F)cc1=O
→ 1 | 1.1 | -6 | 0.9 | -5 | 0 | -12 | 10 | 1.2 | 1.1
- COc1ccc2oc3cc(C)[n+]([O-])c(-c4ccc(Br)cc4)c3c2c1
→ 1 | 1.1 | -3 | 0.9 | 7 | 0 | -12 | 10 | 1 | 1
- COc1ccc(NC(=O)/C(=C/c2cccnc2)NC(=O)c2cccs2)cc1
→ 0.9 | 0.9 | -5 | 0.8 | -3 | 5 | -23 | 19 | 0.9 | 1
- CCOc1ccc(N(C(=O)c2cnccn2)C(C(=O)NC2CCCCC2)c2ccc(O)cc2)cc1 (configuration not stated)
→ 1 | 1.1 | -5 | 1 | -7 | -1 | -7 | 5 | 0.6 | 1.1
- CCN(CC)S(=O)(=O)c1ccc(OC)c(NC(=S)Nc2cc(C)ccc2C)c1
→ 0.6 | 1 | 4 | 0.9 | 42 | 36 | -21 | 6 | 0.9 | 1
- COc1ccccc1N1C(=O)C(Cl)=C(Nc2ccccc2O)C1=O
→ 0.9 | 0.9 | 12 | 0.8 | 7 | 8 | 11 | 24 | 1 | 0.9
- O=C(NCCCN1CCOCC1)/C(=C/c1ccc(F)cc1)NC(=O)c1ccccc1
→ 1 | 1 | -3 | 1 | -9 | 0 | -8 | 4 | 1 | 1
- CCC(C)NC(=O)c1cc(CC(C)C)on1 (configuration not stated)
→ 1 | 1.1 | 2 | 1 | -7 | 4 | -1 | -2 | 1 | 1
- C/C(=N\Nc1c([N+](=O)[O-])c(C)nn1C)c1ccc(F)cc1F
→ 1.1 | 1.1 | 7 | 1 | -4 | -6 | 2 | -5 | 1.1 | 0.9
- CSCCNC(=O)c1ccc(C(C)(C)C)cc1
→ 0.9 | 1 | -3 | 0.9 | -5 | 15 | -6 | 11 | 0.9 | 1
- Cc1ccc(-c2ccc(/C=N\NC(=O)c3cc4c(ccc5ccccc54)o3)o2)cc1[N+](=O)[O-]
→ 0.9 | 1.1 | 0 | 1 | 0 | 6 | -6 | -4 | 1 | 1

Screening data: PubChem BioAssay, several laboratories
